Assay outcomes as filed in PubChem.
Akt phos inh = Akt phosphorylation inhibition | 360,000 compounds, 0.32% hits | Neuro2A IGF-stimulated pAkt S473 HTRF, 20 min; hits give low values | AID 651550 | activity change, % for hits at 50 µM; in the data active = activity change below about -80%; inconclusive = mostly about -51% to -80%; also: % is scaled to controls: 0 for no effect and ±100 for the full control effect
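Neuro2A cells (4,500/well, DMEM with 0.5% FBS) were treated with compound at a single 50 µM final concentration, stimulated with 6 nM IGF for 20 min at 37 °C, and lysed. Phospho-Akt Ser473 was read by HTRF as 665/615 ratio ×10^4.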
Mm-Cpn inhibitor = inhibitors of Methanococcus maripaludis chaperonin (MmCpn) | purified Mm-Cpn ATPase, ADP Transcreener TR-FRET | Potency, µM (doses to about 76.9 µM), for inactives: at the highest dose activity, negative = inhibition, usual class: inhibitors | AID 504842 | 330,000 compounds, 0.031% hits; also: potency is read from the fitted curve at half-maximal effect; % is scaled to controls: 0 for no effect and ±100 for the full control effect; nearly all actives have a fitted effect of over 80% in size
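Purified archaeal chaperonin (25 nM final) was preincubated with compound for 10 min at 37°C, then ATP (10 uM final) was added for 30 min at 37°C in Tris pH 7.4/KCl/MgCl2/DTT buffer. ADP was quantified by HTRF Transcreener TR-FRET.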
EPAC2 agonist = agonists of human EPAC2 (RAPGEF4). Potency, µM (titrated, usually from 154 µM), without a hit: top-dose activation, most hits filed as activators. 360,000 compounds, 0.079% hits. EPAC2 activation, biochemical qHTS; response scale: 100% = 6.5 mM cAMP response. Q8WZA2. AID 720711; also: potency is read from the fitted curve at half-maximal effect; nearly all actives have a fitted effect of over 50% in size
Target sequence (Q8WZA2 whole entry, looked up): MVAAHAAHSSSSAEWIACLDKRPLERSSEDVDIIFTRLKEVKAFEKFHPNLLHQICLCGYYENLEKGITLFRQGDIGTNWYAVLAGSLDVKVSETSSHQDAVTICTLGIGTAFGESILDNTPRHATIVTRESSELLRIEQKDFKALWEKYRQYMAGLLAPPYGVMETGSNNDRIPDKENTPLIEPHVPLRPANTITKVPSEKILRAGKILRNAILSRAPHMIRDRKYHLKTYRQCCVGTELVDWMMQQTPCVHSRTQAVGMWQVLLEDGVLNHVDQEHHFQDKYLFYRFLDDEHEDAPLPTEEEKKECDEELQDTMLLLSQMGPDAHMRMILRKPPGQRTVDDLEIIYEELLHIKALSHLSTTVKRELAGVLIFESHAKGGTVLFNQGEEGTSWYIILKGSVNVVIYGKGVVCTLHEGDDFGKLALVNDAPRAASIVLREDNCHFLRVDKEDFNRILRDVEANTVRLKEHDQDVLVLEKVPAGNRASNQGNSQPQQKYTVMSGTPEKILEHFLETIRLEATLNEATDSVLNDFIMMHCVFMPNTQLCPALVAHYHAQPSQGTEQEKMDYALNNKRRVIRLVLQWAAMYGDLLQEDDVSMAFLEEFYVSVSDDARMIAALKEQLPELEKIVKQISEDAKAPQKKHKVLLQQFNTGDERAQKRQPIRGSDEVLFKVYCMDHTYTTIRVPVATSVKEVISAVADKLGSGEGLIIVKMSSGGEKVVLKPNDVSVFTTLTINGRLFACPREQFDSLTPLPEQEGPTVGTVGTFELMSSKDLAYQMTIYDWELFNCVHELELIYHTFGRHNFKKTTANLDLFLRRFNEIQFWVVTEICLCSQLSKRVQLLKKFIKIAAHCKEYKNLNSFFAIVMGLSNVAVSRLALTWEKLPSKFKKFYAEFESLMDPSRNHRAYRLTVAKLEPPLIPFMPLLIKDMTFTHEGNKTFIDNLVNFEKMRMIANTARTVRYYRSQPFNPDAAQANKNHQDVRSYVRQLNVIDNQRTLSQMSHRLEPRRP
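Readout is BODIPY fluorescence (480 nm excitation, 540 nm emission), which falls as labeled GDP is exchanged off Rap1B. EPAC2 at 100 nM acted on 250 nM RAP1B-BODIPY-GDP with 50 uM GDP present.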
Nrf2 block = blocks Nrf2 signaling. AID 504444. A549 ARE-Fluc reporter, luciferase luminescence, 18-24 h. Potency, µM (titrated, usually from 46 µM), without a hit: top-dose activity change, negative = inhibition, hits mostly inhibitors. 360,000 compounds, 2.1% hits; also: potency is read from the fitted curve at half-maximal effect; % is scaled to controls: 0 for no effect and ±100 for the full control effect; nearly all actives have a fitted effect of over 60% in size
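Nrf2 activity is the BugLite luminescence, read 15 min after reagent at room temperature, following CellTiter-Fluor cytotoxicity readout (30 min, 37C). Compound titrations were applied for 18-24 h to 5000 A549 ARE_Fluc cells/well in 5% FBS OPTI-MEM.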
EPAC2 antag = antagonists of human EPAC2 | Q8WZA2 | EPAC2 GEF exchange of Rap1B-BODIPY-GDP, fluorescence | Potency, µM (highest dose often 114 µM), inactives show at the highest dose activity, negative = inhibition, hits mostly inhibitors | 360,000 compounds, 0.18% hits; also: potency is read from the fitted curve at half-maximal effect; % is scaled to controls: 0 for no effect and ±100 for the full control effect; nearly all actives have a fitted effect of over 45% in size; many of its hits are not listed in these tables
Nrf2 ARE act = activates Nrf2 signaling; AREc32 ARE-luciferase reporter (MCF7-derived line), luminescence, 24 h; Potency, µM (series often up to 46.1 µM), inactives show at the highest dose activation, actives largely listed as activators; 410,000 compounds, 0.31% hits; also: potency is read from the fitted curve at half-maximal effect; % of control where 0% means no effect; nearly all actives have a fitted effect of over 65% in size
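Reporter line AREc32 (ARE-Fluc), seeded overnight in OPTI-MEM with 5% FBS; compound pin-transferred, 24 hr at 37 deg C, 5% CO2; luminescent read-out.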
A549 viability = A549 cytotoxicity, counter-screen for Nrf2 inhibitors; A549 ARE-Fluc cells, CellTiter-Fluor viability, 18-24 h; Potency, µM (titrated, usually from 46 µM), without a hit: at the top dose activity change, negative = cytotoxicity, hits mostly inhibitors; 390,000 compounds, 0.16% hits; also: potency is read from the fitted curve at half-maximal effect; % is scaled to controls: 0 for no effect and ±100 for the full control effect
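A549 ARE-Fluc cells in 5% FBS OPTI-MEM, 5000 cells/well, rested 2 h then exposed to compounds in concentration-response for 18-24 h at 37 °C. Viability by CellTiter-Fluor fluorescence (Ex 405/Em 525) after 30 min; luciferase luminescence (BugLite, 15 min, RT) read afterwards.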
TGFb inhibitor = TGF-b pathway inhibition | AID 588855 | 410,000 compounds, 1.2% hits | HepG2 CAGA-GFP TGF-b/SMAD3 reporter, GFP fluorescence, 18 h; TGF-beta stimulated, 500 pg/mL final | Potency, µM (titrated, usually from 46.1 µM), without a hit: at the highest dose activity, negative = inhibition, most hits filed as inhibitors; also: potency is read from the fitted curve at half-maximal effect; % is scaled to controls: 0 for no effect and ±100 for the full control effect; nearly all actives have a fitted effect of over 65% in size
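HEPG2 CAGA-GFP, 1000 cells/well; 2 h settle, 37 C; cpd via pin tool; TGF-b 500 pg/mL final; 18 h, 37 C; GFP imaging ex488/em500-530; %Activity normalised to -TGF-b and +DMSO controls; CRC fit, curve class.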
CCT chaperon mod = changes cytosolic chaperonin activity; activity change, % (no concentration beside the values), hits read low; 360,000 compounds, 0.3% hits; purified chaperonin ATPase assay, HTRF ADP detection, 30 min; in the data active = activity change below about -30%; also: % is scaled to controls: 0 for no effect and ±100 for the full control effect
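First, chaperonin was dispensed at 40 nM or 20 nM final depending on batch activity. Next, compounds were pinned at 76 uM and ATP added at 10 uM. After 30 min at 37 °C, ADP detection reagents ran 30 min at ambient temperature.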
An asterisk follows results filed as active; i = inactive; ? = inconclusive; nt = not tested or not shown; [ ] = dose if it differs, or a comment. Unless noted, calls follow the shape of the dose curve; as a rule, active = well fitted curve in the direction sought with a large enough effect; inconclusive = small, poorly fitted or top-dose-only effect, or another doubt; inactive = no such curve, though single readings can be large; an effect the other way counts as inactive or inconclusive.

SMILES	Akt phos inh	Mm-Cpn inhibitor	EPAC2 agonist	Nrf2 block	EPAC2 antag	Nrf2 ARE act	A549 viability	TGFb inhibitor	CCT chaperon mod
Cc1ccc(Cl)cc1NC(=S)N(Cc1cccs1)C1CCCC1	i	3%	7%	?	-4%	0.1%	-13%	?	0.6
CCc1ccc(NC(=O)c2cc3c(=O)n(Cc4cccnc4)ccc3nc2C)cc1	nt	nt	nt	?	nt	4.7%	-1%	-5%	nt
C#CCn1c(=NC(=O)c2cccs2)sc2cccc(OC)c21	i	-2%	23%	?	-21%	?	1%	-17%	-1.3
CC1(C)C(=O)Nc2ccccc2N1C(=O)COC(=O)c1ccc(Cl)c(S(=O)(=O)NCc2ccccc2)c1	i	2%	12%	?	14%	-0.5%	-4%	2%	-0.5
CCN(CC)S(=O)(=O)c1ccc(OC(C)C)c(NC(=O)c2c3c(nc4ccccc24)CCN(Cc2ccccc2)C3)c1	i	-3%	5%	-25%	-15%	3.3%	-10%	2%	-0.2
C=CC[C@@H](CC(=O)NCCO)C(=O)NC[C@@H](OC(=O)[C@H](CC=C)CC(=O)OC(C)(C)C)c1ccccc1	i	2%	1%	8%	2%	0.1%	-10%	-5%	-0.3
COc1ccc(-c2nnn(CC(=O)N(CC(=O)NCCC(C)C)Cc3cccs3)n2)cc1OC	i	0%	-5%	-1%	-12%	0.3%	-2%	0%	-2.3
Cc1nn(CC(=O)NCc2ccc(-n3cccn3)cc2)c(C)c1[N+](=O)[O-]	i	2%	-4%	7%	5%	-0.7%	1%	-13%	-2.0
COc1ccccc1N1CCC(N2CCN(CC(C)(C)C)C(CCO)C2)CC1 (stereo not drawn)	i	0%	-2%	5%	7%	0.1%[9.22 µM]	4%	4%	1.5
CSCC[C@H](NC(=O)CCCn1nnc2ccccc2c1=O)C(=O)O	i	0%	5%	-13%	1%	0.2%	0%	4%	-1.1
CCSc1nnc(NC(=O)C2Cc3ccccc3CN2S(=O)(=O)CC)s1 (stereo not drawn)	i	-2%	9%	-8%	2%	0.7%	6%	-8%	-3.1
COc1ccc(C)cc1NC(=O)COC(=O)c1ccc2ccccc2n1	i	1%	-4%	2%	?	0.4%	-5%	1%	-0.7
Cc1ccc2c(CN(C)Cc3cccc(F)c3)cc(=O)oc2c1C	i	1%	23%	?	-6%	0.7%	8%	-14%	-1.5
NC(=O)CCn1c(C(=O)c2ccc(Cl)cc2)c2ccccc2[n+]1[O-]	i	1%	3%	-14%	3%	-0.9%	-20%	0%	-1.9
O=C(N/N=C/c1cn(-c2ccccc2)nc1-c1cc2ccccc2o1)c1c[nH]c2ccccc12	i	-9%	10%	?	-9%	5.6%	-7%	-16%	-5.8
Cc1cccc(N2N=C(C(=O)O)CCC2=O)c1	i	0%	5%	3%	9%	-0.1%	1%	-4%	0.5
O=C(NCc1ccc(F)cc1)C1CCN(C(=O)Nc2ccc(F)cc2)CC1	i	0%	3%	3%	-3%	0.2%	4%	12%	-0.2
O=C(COc1ccc2ccccc2c1Br)NC(=S)Nc1cccc(CO)c1	i	-30%	-6%	-2%	2%	3.3%	1%	-16%	-0.6
Cc1cc(=O)c(C(=O)O)nn1-c1ccc(Cl)cc1	i	1%	1%	13%	3%	0.4%	-6%	19%	0.2
CCOC(=O)c1cc(S(=O)(=O)N2CC(C)CC(C)C2)cn1C (stereo not drawn)	i	4%	-3%	-25%	-12%	-0.7%	-1%	-7%	0.0
O=S(=O)(NCc1cc(-c2ccc(Cl)cc2)no1)c1ccccc1	i	-1%	-6%	-15%	-5%	0.0%	-11%	-14%	-2.3
O=C(CC1Oc2ccccc2NC1=O)NCc1ccc(Cl)cc1 (stereo not drawn)	i	0%	-2%	1%	8%	0.4%	0%	?	0.2
COC(=O)Cn1cc(C(=O)OC)c2ccccc21	i	0%	-15%	-11%	-3%	-0.9%	-3%	-7%	-1.6
Cc1c(F)cccc1NS(=O)(=O)c1ccc(OCCNS(C)(=O)=O)cc1	i	6%	4%	-18%	4%	1.3%	2%	-13%	-4.0
CC1CCN(CCCNS(=O)(=O)c2cc(Br)cc3c2N(C(=O)C2CC2)CC3)CC1	i	0%	-7%	?	1%	0.0%	-7%	3%	-0.1
Cc1nn(Cc2ccc(C(=O)Nc3nc4c(C)cccc4s3)o2)c(C)c1Br	i	1%	7%	?	-4%	7.1%	-5%	2%	-0.2
CCOc1ccc(OCCC(=O)Nc2ccccc2C(=O)NC2CC2)cc1	i	nt	5%	nt	-11%	0.2%	nt	-17%	-0.9
COc1cc(C(=O)NCCC2=CCCCC2)ccc1OC1CCN(C(C)=O)CC1	i	-1%	0%	3%	-3%	0.0%	-4%	4%	-1.8
O=C(NCCN1CCC(n2c(=O)[nH]c3ccccc32)CC1)c1cccnc1Cl	i	nt	1%	nt	-2%	0.4%	nt	nt	-1.6
O=C(Nc1ccc(F)cc1)Nc1cccnc1	i	-15%	-2%	10%	-3%	1.9%	-3%	23%	-0.9
c1ccc(-c2nnc(N3CCCC3)nc2-c2ccccc2)cc1	i	2%	19%	?	-19%	2.1%	-3%	-11%	0.1
O=C(CCCOc1ccccc1)Nc1nc2ccccc2[nH]1	i	-1%	-5%	10%	2%	3.3%	-3%	?	-4.1
CC(=O)c1ccc(N2CCN(C(=O)C3CCCN(S(=O)(=O)c4c(C)[nH]c(=O)[nH]c4=O)C3)CC2)cc1 (stereo not drawn)	i	-7%	15%	3%	1%	0.4%	-5%	6%	-2.2
Nc1nc(NCCCN2CCOCC2)nc(Nc2ccccc2)c1[N+](=O)[O-]	i	1%	12%	-15%	2%	3.2%	2%	-23%	-2.3
CC(C)OCCCn1c(SC(C)C(=O)NCC2CCCO2)nc2cc(Cl)ccc2c1=O (stereo not drawn)	i	3%	-2%	-15%	1%	-0.1%	-12%	-22%	-2.8
O=[N+]([O-])c1cccc(CN2CCC(Cc3ccccc3)CC2)c1	i	2%	12%	5%	10%	4.5%	1%	-14%	-3.8
Cc1ccc(F)cc1NC(=O)CN1C(=O)NC(C)(c2ccc3c(c2)OCCO3)C1=O (stereo not drawn)	i	-1%	4%	-9%	-7%	0.2%	-6%	3%	-2.4
O=C(C1CCCN(Cc2nc(-c3cccs3)no2)C1)N1CCOCC1 (stereo not drawn)	i	-9%	5%	8%	7%	0.3%	14%	-1%	-0.1
CCC(C)c1ccccc1OCCOCCN1CCCC1 (stereo not drawn)	i	2%	4%	-1%	4%	0.1%	-12%	4%	-0.9
Fc1cccc2sc(Nc3nnc(-c4ccccc4)o3)nc12	i	-2%	-9%	?	2%	29%	?	-16%	0.4

Taken from above:
In Nrf2 block, CCC(C)c1ccccc1OCCOCCN1CCCC1 (stereo not drawn) has -1%
In EPAC2 agonist, O=C(CCCOc1ccccc1)Nc1nc2ccccc2[nH]1 has -5%
In Nrf2 block, CC(C)OCCCn1c(SC(C)C(=O)NCC2CCCO2)nc2cc(Cl)ccc2c1=O (stereo not drawn) has -15%

(list continues)
SMILES	Akt phos inh	Mm-Cpn inhibitor	EPAC2 agonist	Nrf2 block	EPAC2 antag	Nrf2 ARE act	A549 viability	TGFb inhibitor	CCT chaperon mod
O=C(O)c1cc2ccc3ccccc3c2[nH]1	i	1%	-1%	10%	1%	3.4%	-3%	-2%	-0.7
O=C(NNc1ccccc1C(F)(F)F)c1cccs1	i	-11%	3%	-6%	8%	0.1%	0%	-22%	1.3
CC(=O)Nc1nc(CC(C)C)cc(-c2ccco2)c1C#N	i	nt	-14%	-5%	3%	?	30%	-2%	-2.2
CC(C)N1CCN(Cc2ccc(OC3CCCC3)cc2)CC1CCO (stereo not drawn)	i	1%	7%	-5%	4%	0.7%	-5%	-13%	-2.2
O=C(O)c1ccc(/C=C/c2ccc3cccc(O)c3n2)cc1	i	-4%	-1%	-16%	-13%	19%	-5%	0%	-0.4
CCSc1nc2ccccc2n1CCC(=O)O	i	-3%	8%	nt	-7%	2.2%	4%	25%	1.7
CN1CCN(C(=S)c2ccc(-c3cc(Cl)ccc3Cl)o2)CC1	i	-2%	17%	5%	-14%	9.6%	-1%	?	0.0
CCC(C)(C)C(=O)Nc1cc([N+](=O)[O-])ccc1F	i	1%	8%	2%	-1%	0.3%	-10%	-11%	-0.6
CC(C)C(OC(=O)C1=Cc2ccccc2OC1)C(=O)NC1CCCC1 (stereo not drawn)	i	3%	5%	?	2%	-0.7%	-4%	-6%	-0.9
Cc1ccc(-c2cc(-c3ccccc3)c(C#N)c(Br)n2)cc1	i	-14%	-4%	12%	16%	0.0%[9.22 µM]	1%	?	-1.6
Cc1ccc(CNC(=O)CCc2c(C)nn(-c3ccc(N4CCCCC4)nn3)c2C)cc1	nt	nt	nt	0%	nt	1.2%	-3%	-60%	nt
CO/N=C/Cc1c([N+](=O)[O-])c(C)nn1C	i	1%	-8%	15%	5%	-0.2%	2%	28%	-1.7
Cc1ccc(C)c(S(=O)(=O)N2CCCC2CNC(=O)C(=O)NC2CCCCCC2)c1 (stereo not drawn)	i	-1%	-3%	-18%	6%	3.0%	0%	-16%	4.0
COc1ccc(-c2cc(OC(=O)c3cccc(C)c3)c3c(C)oc(C)c3c(=O)c2)cc1	nt	nt	nt	12%	nt	5.3%	-11%	66%[activator]	nt
COc1ccccc1OCC(=O)n1cc(C(=O)c2cc(Cl)cc(Cl)c2O)cn1	i	0%	10%	-2%	-2%	-0.6%[9.22 µM]	2%	5%	-1.4

This is a subset; the hit share may differ from the screen's.
